# Compound activity as filed in PubChem BioAssay.
# Pf apPOL block: Pf-apPOL DNA polymerase inhibition; AID 1794808; Recombinant Pf-apPOL, molecular beacon fluorescence, 1.5 h; inhibition, % at 10 µM; 210,000 compounds, 0.25% hits
# mHTT-CaM PPI inh: mHTT-calmodulin interaction abrogation; P42858; AlphaScreen His-mHTT/GST-CaM binding, luminescence; inhibition, % at 15 µM; 190,000 compounds, 3.6% hits; AID 1671202;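 further: 0% = both proteins with DMSO and 100% = one protein alone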
# The depositor's hits bear a star; · = no result given; & = joins results of further samples. No stated cut-off is given here; in the data, active means inhibition above about 50%; inactive means the rest.
# The opening three records as a preview:
SMILES,Pf apPOL block,mHTT-CaM PPI inh
CNCc1nc2sc(C(C)C)cc2c(=O)[nH]1,-5,4
CC(C)c1cc(=O)n(CC(=O)N2c3ccc(F)cc3CCC2C)cn1 (stereo not drawn),-4,-18
Clc1ccccc1-c1nc2nnnn2c2ccc(Br)cc12,2,3

# The list itself, previewed entries included:
SMILES,Pf apPOL block,mHTT-CaM PPI inh
CNCc1nc2sc(C(C)C)cc2c(=O)[nH]1,-5,4
CC(C)c1cc(=O)n(CC(=O)N2c3ccc(F)cc3CCC2C)cn1 (stereo not drawn),-4,-18
Clc1ccccc1-c1nc2nnnn2c2ccc(Br)cc12,2,3
COc1ccc(Oc2c(C(F)(F)F)oc3cc(OC)ccc3c2=O)cc1,-2,4
Cn1c(CC2CCN(S(=O)(=O)c3cc(F)cc(F)c3)C2)nc2cccnc21 (stereo not drawn),-2,3
COc1cccc(-c2nnc(NC(=O)Nc3ccccc3F)s2)c1,-6,0
COc1ccc(-c2nnc(NC(=O)CS(=O)(=O)c3ccc(F)cc3)o2)c(OC)c1,4,32
CSc1cccc(NC(=S)NCc2ccc(F)cc2)c1,-7,·
O=C1C2CCCN2C(c2ccco2)N1c1ccc(Cl)c(Cl)c1 (stereo not drawn),-10,4
COc1ccc2[nH]c(=O)c3c(c2c1)OC(C)(C)C=C3,-10&1&0,-3&-3
Cc1ccccc1OCC(=O)NCC#CCN1CCCC1,-6,-5
COc1ccc(-n2nc3c(c2NC(=O)c2ccc(Cl)c([N+](=O)[O-])c2)CSC3)cc1,-10,40
O=S(=O)(Nc1ccc(S(=O)(=O)Nc2ccc(F)cc2)cc1)c1ccccc1,-17,2
O=C(NCCc1ccccc1)C1CC(c2ccccc2F)=NO1 (stereo not drawn),0,-5
COc1cc(CN2CCC(C(=O)N3CCCC3)CC2)ccc1OCc1ccccc1,7,4
CC(C)N(C(=O)Cn1ccsc1=N)c1ccccc1,-2,-2
Clc1ccc(OCCCCCCCCCCOc2ccc(Cl)cc2)cc1,0,·
Fc1ccc(-c2noc(-c3ccc(NCCCN4CCCC4)nc3)n2)cc1,-7,16
Cc1cc(OCC(=O)N(C)c2ccc(F)cc2)nc(N2CCCC2)n1,-2,3
Clc1ccc(-c2nc(-c3[nH]ncc3Br)no2)cc1,-1,·
Nc1nc(SC2c3ccccc3-c3ccccc32)n[nH]1,-5,·
CC(C)C(=O)Nc1ccc(C2(C(=O)N3CCC4(CC3)OCCO4)CCCCC2)cc1,-5,-3
CCOC(=O)C(=CNc1cc(Cl)cc(Cl)c1)S(=O)(=O)c1ccc(Cl)cc1,-3,·
COc1cc(OC)cc(-n2nc(C(=O)N3CCN(C)CC3)c3ccccc3c2=O)c1,4,-1
O=C(c1csc2ccccc12)N1CCN(Cc2ccc3c(c2)OCO3)CC1,-4,17
O=C(NCC1CCN(c2cc(-c3cccnc3)[nH]n2)CC1)c1cccs1,-6,5
O=C(Nc1ccc(Cl)cc1Cl)c1cc(S(=O)(=O)N2CCc3ccccc32)ccc1F,-1,5
COc1ccc(OCC2c3cc(OC)c(OC)cc3CCN2C(=O)C(C)(C)C)cc1 (stereo not drawn),2,20
COCc1[nH]nc2c1C1(CCN(C)CC1)C(C#N)=C(N)O2,·,-2
Cc1cc(C)cc(Oc2ncnc(N)c2[N+](=O)[O-])c1,-2,-2
O=C(CN1C(=O)C2C3C=CC(CC3)C2C1=O)Nc1cccc(F)c1 (stereo not drawn),-8,-6
COc1ccccc1N(CC(=O)Nc1cccc(C(C)=O)c1)S(=O)(=O)c1ccccc1,-4,10
Fc1cccc(Cl)c1CSC1=NCN(Cc2c(Cl)cccc2Cl)CN1,-12,·
CN(N=Cc1ccc(Cl)cc1Cl)c1ncc(C(F)(F)F)cc1Cl,-1&3,·
O=C(Cc1cccs1)Nc1cnc(N2CCCCCC2)nc1,-8,12
N#C/C(=C\c1cccc(Oc2ccccc2)c1)c1nc2ccccc2c(=O)[nH]1,-5,-3
COc1ccc(-c2coc3cc(OCc4ccc(Cl)cc4)ccc3c2=O)cc1OC,-5,-5
Cc1ccc(C(=O)N2CCCC3(C2)Nc2ccccc2NC3=NC(C)(C)C)cn1 (stereo not drawn),1,9
COc1ccc(-c2nccn3cc(C(=O)N4CCCCCC4)nc23)cc1,1,3
Cc1ccc(C2=CC(c3cccc(F)c3)n3nnnc3N2)cc1 (stereo not drawn),-5,-6

# Reprinted at random: six entries already listed
SMILES,Pf apPOL block,mHTT-CaM PPI inh
O=C(Cc1cccs1)Nc1cnc(N2CCCCCC2)nc1,-8,12
Cc1cc(C)cc(Oc2ncnc(N)c2[N+](=O)[O-])c1,-2,-2
O=C(NCC1CCN(c2cc(-c3cccnc3)[nH]n2)CC1)c1cccs1,-6,5
COc1cc(OC)cc(-n2nc(C(=O)N3CCN(C)CC3)c3ccccc3c2=O)c1,4,-1
CN(N=Cc1ccc(Cl)cc1Cl)c1ncc(C(F)(F)F)cc1Cl,-1&3,·
O=C(CN1C(=O)C2C3C=CC(CC3)C2C1=O)Nc1cccc(F)c1 (stereo not drawn),-8,-6

# The main list resumes with the 2 entries that preceded the break.
SMILES,Pf apPOL block,mHTT-CaM PPI inh
COc1ccc(-c2nccn3cc(C(=O)N4CCCCCC4)nc23)cc1,1,3
Cc1ccc(C2=CC(c3cccc(F)c3)n3nnnc3N2)cc1 (stereo not drawn),-5,-6
CCC(CC)C(=O)Nc1c2c(nn1-c1ccc(OC)cc1)CS(=O)(=O)C2,0,1
CCCNC(=O)c1cncc(-c2cccc(C(F)(F)F)c2)c1,4,-4
Cc1c(-c2ccccc2)nc2ccccc2c1C(=O)N1CCCCC1,0,1
COc1ccc(/C=C2/SC(=Nc3ccccc3)NC2=O)cc1Br,-3,29
CCCCN(C)C(=O)c1cc(-c2cccc(C)c2)on1,-9,-41
O=C(C1CCC1)N1CCN(CC(O)c2cccs2)CC1 (stereo not drawn),-1,-10
CCS(=O)(=O)NCCc1c[nH]c2ncccc12,1,-13
CC(O)CNC(=O)C(=O)Nc1ccccc1 (stereo not drawn),-8,1
Cc1ccc(C(=O)N2CCc3sc(C(=O)N4CCC5(CC4)OCCO5)cc3C2)cc1,-4,5
COCCNC(=O)C1(C)CCC(=O)N1c1ccc(C)c(C)c1 (stereo not drawn),1,0
C[C@@H]1CC=C[C@H]2[C@H]1C(=O)N(Cc1ccccc1)[C@H]2c1ccc2ccccc2c1,-5,31
CC(C)c1ccc(/C=C2N=C(/C=C/c3ccccc3)OC\2=O)cc1,-5,11
O=C(CS(=O)(=O)c1cccc2nsnc12)Nc1ccc(Cl)cn1,-2,3
COc1ccc(Cl)cc1N(CC(=O)N1CCOCC1)S(=O)(=O)c1ccc(C)cc1,0,6
Cc1sc2ncc(C(=O)N3CCCC3)c(=O)n2c1C,1,-1
O=C(NCCCN1CCCCC1)C1CCCN(c2ncc(-c3cccc(F)c3)cn2)C1 (stereo not drawn),1,10
CCOC(=O)c1c(NC(=O)C2CC(=O)OC23CCCCC3)sc2c1CC(C)(C)OC2 (stereo not drawn),-13,7
CCOC(=O)c1c(NC(=O)c2ccc([N+](=O)[O-])s2)sc2c1CCCC2,0,-1
COc1ccc(-c2noc(C3CCCN3C(=O)Nc3ccc(Cl)cc3)n2)cc1 (stereo not drawn),-2,41
Cn1cccc1C(=O)N1CCCN(C2CCN(CC3CC3)C2=O)CC1 (stereo not drawn),9,16
COc1ccc(OC)c(-c2cc3ccc(OC(=O)C(C)C)cc3oc2=O)c1,-5,-3
CC(C)c1nnc(NS(=O)(=O)c2ccc(Br)cc2)s1,3,0
CCOC(=O)CN1CC23C=CC(O2)C(C(=O)Nc2ccccc2OC)C3C1=O (stereo not drawn),0,-4
CCOc1ccccc1CN1CCC(c2nc3cccnc3n2CC)C1 (stereo not drawn),-5,18
COc1cc([N+](=O)[O-])ccc1NC(=O)c1ccoc1C,3,15
Cc1cc(O)ccc1N1C(=O)c2ccc([N+](=O)[O-])cc2C1=O,-1,12
Oc1oc(-c2ccccc2Br)nc1C=Nc1cc(Cl)ccc1Cl,0,0
COc1ccc(N(C(=O)c2ccc(F)cc2)C2=CC3CCC(C2)N3C)cc1 (stereo not drawn),1,1
O=S1(=O)c2ccc(Br)cc2OC[C@H](Cc2ccccc2)N1Cc1cn(Cc2ccccc2)nn1,-3,-1
Cc1cc(Sc2nccn2C)c2ccccc2n1,-12,2
N#Cc1nc(-c2ccc(F)cc2)oc1N1CCOCC1,6,6
Cc1ccccc1C(=O)Nc1ccc2nc(SCC(=O)N3CCOCC3)sc2c1,-2,-6
CCC1CCCCN1C(=O)CS(=O)(=O)c1cn(Cc2cccc(F)c2)c2ccccc12 (stereo not drawn),5,10
Cc1ccc2[nH]c(=O)c(Cc3c(O)c4cc(C)ccc4[nH]c3=O)c(O)c2c1,0&-1,-1&2
Cc1cc(OCC(=O)NCc2ccccc2Cl)nc(N2CCCC2)n1,1,-1
COc1cc(OC)cc(C(=O)Nc2cccc(-c3nc4cc(Cl)ccc4o3)c2C)c1,-5,10
Cc1ccc(Nc2cc(C)nc(N3CCN(C(=O)c4ncccn4)CC3)n2)cc1,-25,2
O=C(CC1SC(=Nc2ccccc2)N(c2ccccc2)C1=O)Nc1ccc([N+](=O)[O-])cc1 (stereo not drawn),4,4
C=CCOc1nc(-c2ccncc2)nc2ccccc12,3,-9
COCCNC(=O)C1CCN(c2nccnc2Sc2ccc(C)cc2)CC1,-7,-8

# Complete entries from above. Values in the order: Pf apPOL block | mHTT-CaM PPI inh
# Entry for COc1cc(OC)cc(C(=O)Nc2cccc(-c3nc4cc(Cl)ccc4o3)c2C)c1 = -5 | 10
# Entry for CCOc1ccccc1CN1CCC(c2nc3cccnc3n2CC)C1 (stereo not drawn) = -5 | 18
# Entry for Cc1cc(O)ccc1N1C(=O)c2ccc([N+](=O)[O-])cc2C1=O = -1 | 12
# Entry for Cc1ccc2[nH]c(=O)c(Cc3c(O)c4cc(C)ccc4[nH]c3=O)c(O)c2c1 = 0&-1 | -1&2

# The list goes on:
SMILES,Pf apPOL block,mHTT-CaM PPI inh
COc1ccccc1N1CCN(CC(O)COc2ccc(Cl)cc2C)CC1 (stereo not drawn),21,75*
O=C(c1cc2ccccc2oc1=O)N1CCN(C(=O)c2cc3ccccc3oc2=O)CC1,-1,3
Cc1cccc(NS(=O)(=O)c2cccc3nsnc23)c1C,-3,9
O=C(c1cnn2cccnc12)N1CCCC2(C1)Nc1ccccc1NC2=NC1CCCC1 (stereo not drawn),0,41
O=c1/c(=C/C=C/c2ccccc2)sc2nc3ccccc3n12,2,-1
O=C1CCCC2=C1C(c1cccc(Br)c1)C1=C(CCCC1=O)N2,-17,-3
Cc1ccc(CCNC(=O)c2ccc3c(c2)nc2n3CCC(C)C2)cc1 (stereo not drawn),1,-4
COc1ccc(SC[C@H](C)CN2CC[C@H](NC(=O)OCc3ccccc3)CCC2=O)cc1,-6,27
CC1CN(C(=O)NC2CCCCC2)CC1c1nc(-c2cccnc2)no1 (stereo not drawn),0,0
COc1ccc(OC)c(NC(=O)c2cnn3c2NC(c2ccco2)CC3C(F)(F)F)c1 (stereo not drawn),-4,5
COCCNC(=O)C1COC2(CCCCC2)N1C(=O)c1ccccc1C(F)(F)F (stereo not drawn),1,-3
CSc1ccc(CNC(=O)C2CCN(c3nccc(C)n3)CC2)cc1,6,-2
COc1ccc(Br)cc1CN1CCN(C(=O)c2ccco2)CC1,-1,13
